PP5 primary: PP5 phosphatase inhibitors, primary screen, biochemical, fluorescence; inhibition, % at 6.7 µM; Serine/threonine-protein phosphatase 5 (Homo sapiens), P53041; 0.18% of 320,000 active; AID 1987, 2009; purified PP5c, OMFP substrate fluorescence;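 active = inhibition above the campaign's mean inhibition across all tested compounds plus 3 SD, cut at about 9.5% in these data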;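 note: 0% = DMSO only and 100% = 100 µM cantharidin control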
Fh CTSL1 inh: Fasciola hepatica cathepsin L1 inhibitors, primary screen, counter-screen for PFM18AAP inhibitor project, biochemical, QFRET, fluorogenic peptide substrate | recombinant F. hepatica cathepsin L1, Z-Leu-Arg-MCA fluorescence | AID 1906, 2009 | 0.49% of 300,000 active | inhibition, % at 5.96 µM;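 active = inhibition above the mean of all tested compounds plus 3 SD, set per screening campaign, cut at about 17% in these data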;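 note: 0% = plate median of test compound wells and 100% = 1 µM Z-Phe-Ala-diazomethylketone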
procasp7 counter: procaspase-7 activators, primary screen, counter-screen for procaspase-3 activator project, biochemical, absorbance, HTS, human; AID 463210, 2010; recombinant procaspase-7, Ac-DEVD-pNA absorbance 405 nm; D23A/D198A/D206A triple mutant, cannot self-cleave; scale: DMSO 0, 5 µM enzyme 100; Caspase-7 (Homo sapiens), P55210; 0.093% of 330,000 active; activation, % at 8.5 µM;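 active = percent activation above the screen-wide mean plus 3 SD, cut at about 25% in these data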
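Assay system – Uncleavable procaspase-7 mutant enzyme · Quantity – 2 µM procaspase-7 mutant as dispensed · Times – 1 h preincubation, 2 h reaction · Dosing – single nominal 8.5 µM compound dose, 0.8% DMSO final · Buffer or medium – Zinc-free 50 mM HEPES buffer, pH 7.4, with NaCl and Triton X-100 · Detection – Epi-absorbance of released pNA at 405 nm, two timepoints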
PP1 counter: PP1-alpha phosphatase inhibitors, primary screen, counter-screen for PP5 inhibitor project, biochemical, fluorescence, OMFP substrate, single point; 0.9% of 320,000 active; purified PP1alpha; inhibition, % at 6.7 µM; Serine/threonine-protein phosphatase PP1-alpha catalytic subunit (Homo sapiens), P62136;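 active = inhibition above the mean inhibition of all tested compounds plus 3 SD, computed separately for each screening campaign, cut at about 15% in these data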
AHR act: AHR activators, primary screen, cell-based, luminescence, luciferase reporter, human; Aryl hydrocarbon receptor (Homo sapiens), P35869; AHR-responsive luciferase reporter cells; activation, % at 5 µM; 2.5% of 320,000 active; AID 2796, 2010; in the data active = activation above about 47%;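 note: 0% = vehicle wells and 100% = reference agonist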
Target sequence (P35869 whole entry, looked up): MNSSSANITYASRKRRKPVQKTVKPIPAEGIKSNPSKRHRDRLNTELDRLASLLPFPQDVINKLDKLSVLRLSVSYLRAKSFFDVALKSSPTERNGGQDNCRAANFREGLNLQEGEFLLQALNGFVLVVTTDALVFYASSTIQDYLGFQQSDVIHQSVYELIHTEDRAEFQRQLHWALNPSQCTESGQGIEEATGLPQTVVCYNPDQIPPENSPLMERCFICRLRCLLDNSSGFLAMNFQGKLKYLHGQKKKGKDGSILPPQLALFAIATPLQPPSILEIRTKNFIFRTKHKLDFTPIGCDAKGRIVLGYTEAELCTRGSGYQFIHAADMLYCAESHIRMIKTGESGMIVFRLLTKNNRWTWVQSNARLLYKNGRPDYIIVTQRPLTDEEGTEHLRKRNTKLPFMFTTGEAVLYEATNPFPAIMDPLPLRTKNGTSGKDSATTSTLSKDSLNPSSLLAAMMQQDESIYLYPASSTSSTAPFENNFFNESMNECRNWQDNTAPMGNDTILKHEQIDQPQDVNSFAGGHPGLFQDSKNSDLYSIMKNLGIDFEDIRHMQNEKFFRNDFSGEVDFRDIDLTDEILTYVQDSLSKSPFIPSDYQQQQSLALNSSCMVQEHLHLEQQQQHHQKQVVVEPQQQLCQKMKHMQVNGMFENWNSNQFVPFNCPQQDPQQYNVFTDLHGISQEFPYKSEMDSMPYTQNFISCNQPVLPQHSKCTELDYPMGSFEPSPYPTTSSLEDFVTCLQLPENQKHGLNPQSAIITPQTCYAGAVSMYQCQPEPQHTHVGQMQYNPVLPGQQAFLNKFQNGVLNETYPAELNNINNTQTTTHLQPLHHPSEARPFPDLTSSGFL
TPT1 inh: Candida albicans TPT1 enzyme inhibitors, primary screen, biochemical, fluorescence polarization | tRNA 2'-phosphotransferase TPT1 (Candida albicans SC5314) | recombinant caTPT1, FP RNA substrate dephosphorylation | inhibition, % at 5 µM | 0.81% of 300,000 active;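 active = inhibition above the mean of all tested compounds plus 3 SD, set per screening campaign, cut at about 24% in these data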;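 note: plate controls were DMSO alone for no effect and ferristatin control at 100 nM for full effect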
PAFAH2 FP inh: PAFAH2 enzyme inhibitors, primary screen, biochemical, fluorescence polarization, human; Platelet-activating factor acetylhydrolase 2, cytoplasmic (Homo sapiens), Q99487; recombinant PAFAH2, FP-rhodamine activity probe; inhibition, % at 3.39 µM; 0.99% of 340,000 active;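 active = inhibition above the mean over all tested compounds plus 3 SD, cut at about 30% in these data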;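 note: inhibitors block probe labeling of enzyme so polarization drops; 0% = enzyme with DMSO and 100% = wells lacking PAFAH2 protein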
core dimer inh: inhibitors of HCV core protein dimerization, primary screen, biochemical, TR-FRET, high-throughput; TR-FRET GST/Flag-core106 dimerization, 1536-well; inhibition, % at 5 µM; 0.33% of 300,000 active; AID 1899, 2009;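 active = inhibition above the mean of all tested compounds plus 3 SD, set per screening campaign, cut at about 45% in these data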
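System: GST/Flag-tagged HCV core106 proteins. Incubation: compound-protein-antibody incubation 4 h at 22.5 °C. Technique: HTRF with 340 nm excitation, 617/671 nm emission. Medium: KF-containing HEPES buffer, pH 7.45, DTT, CHAPS, BSA. Read-out: inhibition (%) from 671 over 617 nm ratio. Also added: Eu(K)-anti-GST 90 ng/mL plus XL665-anti-Flag 1 µg/mL.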
procasp3 activ: activators of human procaspase-3 D3A mutant, primary screen, biochemical, absorbance, PC-3 D3A mutant, single concentration. Caspase-3 (Homo sapiens), P42574. recombinant procaspase-3 D3A, Ac-DEVD-pNA absorbance 405 nm. activation, % at 8.5 µM. 0.11% of 330,000 active;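 active = activation above the mean of all tested compounds plus 3 SD, cut at about 21% in these data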;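 note: 0% = DMSO alone and 100% = DMSO wells spiked with extra 5 µM PC-3 D3A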
Target sequence (P42574 whole entry D9A/D28A/D175A): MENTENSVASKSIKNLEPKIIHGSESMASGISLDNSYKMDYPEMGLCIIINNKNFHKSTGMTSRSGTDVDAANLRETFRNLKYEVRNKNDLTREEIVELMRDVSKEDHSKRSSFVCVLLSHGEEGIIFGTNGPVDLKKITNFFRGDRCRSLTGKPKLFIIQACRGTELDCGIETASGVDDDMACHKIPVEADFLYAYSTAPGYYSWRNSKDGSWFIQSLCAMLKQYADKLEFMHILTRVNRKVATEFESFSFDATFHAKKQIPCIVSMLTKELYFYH
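Test system: Procaspase-3 D3A mutant, all three cleavage aspartates alanine | Dosing: Single dose, 8.5 µM nominal compound, 0.8% DMSO | Schedule: 1 h preincubation, 2 h reaction | Technique: 405 nm absorbance of p-nitroaniline, reads at 0 and 120 min | Repeats: One well per compound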
Starred values were filed as active, the others as inactive; nt = no result given.

SMILES	PP5 primary	Fh CTSL1 inh	procasp7 counter	PP1 counter	AHR act	TPT1 inh	PAFAH2 FP inh	core dimer inh	procasp3 activ
Cc1ccc2cc(CNC(C)C)c(=O)[nH]c2c1	-0.9	-3	3	2	7	12	-8	21	5
Cc1ccc2c(c1)C(=O)CC(c1ccc3c(c1)OCCO3)O2 (stereo not drawn)	-8.0	8	-12	-8	-7	1	14	-8	2
Cc1cnc(C(=O)Nc2ccc(S(=O)(=O)N(C(C)C)C(C)C)cc2)cn1	1.3	2	-2	1	-2	-1	-1	-9	1
Cc1ccsc1/C=C1\SC(N2CC(C)OC(C)C2)=NC1=O (stereo not drawn)	1.0	4	1	-1	24	0	7	-8	-7
CCOc1ccc2nc(Cl)c(CN(C(=O)c3cnccn3)C3CCCC3)cc2c1	2.6	-2	6	-4	0	2	-3	-1	1
CC(=O)OCC(=O)[C@@]1(O)CC[C@H]2[C@@H]3CCC4=CC(=O)C=C[C@]4(C)[C@H]3C(=O)C[C@@]21C	0.7	-13	3	-3	-1	-1	8	-1	9
CCOC(=O)C1CCCN(C(=O)c2cc3c(C)nc4ccccc4c3o2)C1 (stereo not drawn)	0.4	0	-4	-3	0	2	-4	-2	5
NC(=O)c1c(-c2ccc(Cl)cc2Cl)csc1NC(=O)Cc1ccccc1	5.0	9	4	11	-3	-6	3	2	-9
O=c1c2ccccc2nc2ccc(NCc3cccs3)nn12	-0.4	-1	3	2	19	1	-3	10	-3
O=C(CSc1nc2nn(-c3ccccc3)c(=O)c-2c2n1CCCCC2)c1ccc(OC(F)F)cc1	nt	nt	4	nt	-3	nt	4	nt	4
CN(C)CCCNc1ncnc2c1c(-c1ccccc1)cn2-c1ccccc1	4.6	-7	7	2	-1	-1	-2	2	7
COc1ccc(NC(=O)CSc2ccccc2)cc1S(=O)(=O)N1CCCCC1	1.9	-6	4	3	1	2	8	17	3

Exported bar-delimited: 6 of the compounds above
compound | PP5 primary | Fh CTSL1 inh | procasp7 counter | PP1 counter | AHR act | TPT1 inh | PAFAH2 FP inh | core dimer inh | procasp3 activ
CCOc1ccc2nc(Cl)c(CN(C(=O)c3cnccn3)C3CCCC3)cc2c1 | 2.6 | -2 | 6 | -4 | 0 | 2 | -3 | -1 | 1
CC(=O)OCC(=O)[C@@]1(O)CC[C@H]2[C@@H]3CCC4=CC(=O)C=C[C@]4(C)[C@H]3C(=O)C[C@@]21C | 0.7 | -13 | 3 | -3 | -1 | -1 | 8 | -1 | 9
CCOC(=O)C1CCCN(C(=O)c2cc3c(C)nc4ccccc4c3o2)C1 (stereo not drawn) | 0.4 | 0 | -4 | -3 | 0 | 2 | -4 | -2 | 5
NC(=O)c1c(-c2ccc(Cl)cc2Cl)csc1NC(=O)Cc1ccccc1 | 5.0 | 9 | 4 | 11 | -3 | -6 | 3 | 2 | -9
O=c1c2ccccc2nc2ccc(NCc3cccs3)nn12 | -0.4 | -1 | 3 | 2 | 19 | 1 | -3 | 10 | -3
O=C(CSc1nc2nn(-c3ccccc3)c(=O)c-2c2n1CCCCC2)c1ccc(OC(F)F)cc1 | nt | nt | 4 | nt | -3 | nt | 4 | nt | 4

Part of the list above in order of number of heavy atoms, smallest number first:
SMILES	PP5 primary	Fh CTSL1 inh	procasp7 counter	PP1 counter	AHR act	TPT1 inh	PAFAH2 FP inh	core dimer inh	procasp3 activ
Cc1ccc2cc(CNC(C)C)c(=O)[nH]c2c1	-0.9	-3	3	2	7	12	-8	21	5
Cc1cnc(C(=O)Nc2ccc(S(=O)(=O)N(C(C)C)C(C)C)cc2)cn1	1.3	2	-2	1	-2	-1	-1	-9	1
COc1ccc(NC(=O)CSc2ccccc2)cc1S(=O)(=O)N1CCCCC1	1.9	-6	4	3	1	2	8	17	3

Carrying on:
SMILES	PP5 primary	Fh CTSL1 inh	procasp7 counter	PP1 counter	AHR act	TPT1 inh	PAFAH2 FP inh	core dimer inh	procasp3 activ
COc1cc(O)c(C(CCN2CCCC(C)C2)c2ccc3c(c2)OCO3)c(OC)c1 (stereo not drawn)	0.8	0	6	1	0	3	-1	-7	4
CCSCCOC(=O)C1=C(C)NC2=C(C(=O)CCC2)C1c1coc2ccccc2c1=O (stereo not drawn)	2.7	2	-1	-1	23	-4	14	3	-2
Cn1cccc1C(=O)NCC1CCCCC1	4.4	3	-9	-13	8	4	-13	4	2
CC(=O)Nc1ccc(SCCC2CCCCN2C)cc1 (stereo not drawn)	-1.1	-1	5	-6	10	-1	3	-5	6
COC(=O)c1ccc(Cl)c(NC(=O)c2cccc([N+](=O)[O-])c2C)c1	-0.9	-1	1	-1	0	0	-3	0	8
CC(=O)NCC1(O)CCCC(C)C1 (stereo not drawn)	0.3	-6	-2	-9	2	0	-6	1	1
Cc1ncc2c(c1OC(=O)c1ccc([N+](=O)[O-])cc1)COC(C)(C)OC2	-0.8	2	0	-5	1	1	-4	1	1
CCOC(=O)N1CCN(C(=O)CNC(=O)c2nn(-c3ccc(OC)c(OC)c3)c(=O)c3ccccc23)CC1	3.3	-1	7	-2	-2	-2	-2	-3	4
CCCOC(=O)C1=C(C)N(C)C(=O)NC1c1cc2c(cc1[N+](=O)[O-])OCO2 (stereo not drawn)	2.4	3	-15	0	60*	-15	-3	-3	0
CS(=O)(=O)Nc1ccc(C2=NN(S(C)(=O)=O)C(c3ccccc3)C2)cc1 (stereo not drawn)	-1.4	-1	10	-2	8	-1	-6	-12	2
CC(C)CNC(=O)c1c2c(nc3ccccc13)-c1ccccc1CC2	2.0	4	3	-1	1	1	-7	5	9
CCCC(=O)Nc1cc(C)c(NC(=O)Cc2ccccc2)cn1	0.6	-2	-6	1	0	-1	nt	3	-3
COc1ccc2nc(N=NC3=C(O)CC(C)(C)CC3=O)sc2c1	2.3	4	4	0	46	1	3	-2	-7
O=S(=O)(c1cccc(-c2nnc(-c3ccc(Br)cc3)o2)c1)N1CCCCCC1	-1.3	-2	10	0	3	-1	0	2	5
COc1c2ccoc2c(OC[C@@H](OC(C)=O)C(C)(C)O)c2oc(=O)ccc12	1.0	nt	0	1	41	nt	-8	nt	2
Cc1ccccc1S(=O)Cc1ccc(C(=O)NC2CCN(Cc3ccccc3)CC2)o1 (stereo not drawn)	-2.7	-1	5	-6	0	-2	-6	7	-6
CNC(=O)NC(=O)CSc1nc2ccccc2n1CCOC	1.1	-4	6	-4	0	1	-4	-2	3
COc1ccccc1C(=O)NCC1CCN(c2ccc(S(=O)(=O)N3CCOCC3)cc2)CC1	-0.4	-1	6	-1	0	-2	4	2	2
CC(=O)/C(=C\N(C)C)Sc1ccc(Cl)cc1	-1.3	-2	4	-2	-1	-5	-10	-10	-3
CN(C)CCNC(=O)NC(=O)c1ccc(Cl)cc1	-3.0	9	4	-10	6	1	-4	-14	-2
O=C(COc1ccc(/C=N/NC(=O)c2cccnc2)cc1)Nc1ccccc1	1.6	-3	-1	0	4	0	0	10	4
O=C(NC1CCN(Cc2ccc3ccccc3c2)CC1)c1ccccc1	-0.9	2	3	3	4	1	-5	5	2
CC(=O)NCCNC(=O)c1ccc(CSc2ccc(Cl)cc2)cc1	1.0	3	-6	-3	14	-4	6	-4	4
CCCn1c(SCC(=O)NCc2ccc(OC)cc2)n[nH]c1=O	-0.5	-1	0	-2	-2	0	-2	-3	5
COc1ccccc1N(CC(=O)NCCSCc1cccc(Cl)c1)S(C)(=O)=O	2.6	-5	14	1	2	-1	-2	-11	10
CCOC(=O)Cc1csc(N/C(=N/S(=O)(=O)c2ccc(Cl)cc2)c2ccccc2)n1	0.2	0	8	0	3	0	8	0	-2
COc1ccccc1NNC(=O)c1cc(C(C)(C)C)nn1Cc1ccccc1	6.5	-1	1	5	4	-3	-4	-11	-8
Cc1ccc(S(=O)(=O)n2c(CN3CCCC(C)C3)nc3ccccc32)cc1 (stereo not drawn)	2.5	-6	-12	-2	15	9	2	2	-13
CC(C(=O)O)c1ccc(N2Cc3ccccc3C2=O)cc1 (stereo not drawn)	1.4	4	0	-2	-1	2	1	-3	8
CCN(CC)CCNC(CC(=O)Nc1ccc(Cl)cc1Cl)C(=O)O (stereo not drawn)	4.5	-3	2	-3	1	2	6	-1	3
COc1ccccc1C(=O)OCCCN=C1NS(=O)(=O)c2ccccc21	2.6	-3	-8	-2	-1	-3	2	-1	-1
Cc1cccc(C(=O)NNC(=O)c2ccc(F)cc2)c1	1.9	5	1	-1	-2	-4	2	-9	3
Cc1cc(C)cc(NC(=O)CSc2nnc(C3CC3)n2CC2CCCO2)c1 (stereo not drawn)	-1.4	8	-4	-2	17	-2	7	1	5
COc1ccc(CCC(C)NCc2ccc(F)cc2)cc1 (stereo not drawn)	0.7	-2	1	-4	1	-1	-2	-2	13
CC(C)CC(O)(c1ccccc1)C(CN1CCOCC1)c1ccccc1 (stereo not drawn)	0.4	4	0	2	0	-3	-2	-1	1
CC(=O)Nc1sc(N/N=C/c2ccc(C)cc2)nc1-c1ccc(C)cc1	-0.4	5	-4	-1	6	0	-3	-1	-10

2 records drawn at random from the list so far, as already listed:
SMILES	PP5 primary	Fh CTSL1 inh	procasp7 counter	PP1 counter	AHR act	TPT1 inh	PAFAH2 FP inh	core dimer inh	procasp3 activ
CCCOC(=O)C1=C(C)N(C)C(=O)NC1c1cc2c(cc1[N+](=O)[O-])OCO2 (stereo not drawn)	2.4	3	-15	0	60*	-15	-3	-3	0
CCOC(=O)C1CCCN(C(=O)c2cc3c(C)nc4ccccc4c3o2)C1 (stereo not drawn)	0.4	0	-4	-3	0	2	-4	-2	5

Later entries.
SMILES	PP5 primary	Fh CTSL1 inh	procasp7 counter	PP1 counter	AHR act	TPT1 inh	PAFAH2 FP inh	core dimer inh	procasp3 activ
CN(C(=O)CN1C(=O)/C(=C/c2ccccc2F)SC1=S)C1CCS(=O)(=O)C1 (stereo not drawn)	-1.7	3	-2	-2	-2	-3	2	-11	-3
CC(C)c1ccc(NC(=O)NC2CCCCC2)cc1	6.3	-2	-9	-2	19	1	-6	0	-4
O=C(Nc1c2c(nn1-c1ccc(F)cc1)CS(=O)C2)c1ccc(S(=O)(=O)N2CCOCC2)cc1 (stereo not drawn)	-3.3	-2	2	-13	3	3	3	-11	-5
COc1ccc2c(c1)NC(=O)CC(c1ccccc1)=N2	3.5	0	-4	-1	-3	1	7	-3	-1

Source: PubChem BioAssay
